Screens deposited in PubChem by National Center for Advancing Translational Sciences (NCATS).
KDM5B inhibitor: blocks human KDM5B histone demethylase activity; Q9UGL1; KDM5B demethylase, FDH-coupled NADH fluorescence (FDH is formaldehyde dehydrogenase); Potency, µM (doses to about 57.7 µM), inactives show at the top dose activity change, negative = inhibition, actives largely listed as inhibitors; 220,000 compounds, 2.6% hits; active = well fitted inhibition curve with a large enough effect; inconclusive = small, poorly fitted or top-dose-only effect; inactive = no such curve, though single readings can be large or run the other way; also: 0% is about no effect; nearly all actives have a fitted effect of over 70% in size
Target sequence (Q9UGL1 whole entry, looked up): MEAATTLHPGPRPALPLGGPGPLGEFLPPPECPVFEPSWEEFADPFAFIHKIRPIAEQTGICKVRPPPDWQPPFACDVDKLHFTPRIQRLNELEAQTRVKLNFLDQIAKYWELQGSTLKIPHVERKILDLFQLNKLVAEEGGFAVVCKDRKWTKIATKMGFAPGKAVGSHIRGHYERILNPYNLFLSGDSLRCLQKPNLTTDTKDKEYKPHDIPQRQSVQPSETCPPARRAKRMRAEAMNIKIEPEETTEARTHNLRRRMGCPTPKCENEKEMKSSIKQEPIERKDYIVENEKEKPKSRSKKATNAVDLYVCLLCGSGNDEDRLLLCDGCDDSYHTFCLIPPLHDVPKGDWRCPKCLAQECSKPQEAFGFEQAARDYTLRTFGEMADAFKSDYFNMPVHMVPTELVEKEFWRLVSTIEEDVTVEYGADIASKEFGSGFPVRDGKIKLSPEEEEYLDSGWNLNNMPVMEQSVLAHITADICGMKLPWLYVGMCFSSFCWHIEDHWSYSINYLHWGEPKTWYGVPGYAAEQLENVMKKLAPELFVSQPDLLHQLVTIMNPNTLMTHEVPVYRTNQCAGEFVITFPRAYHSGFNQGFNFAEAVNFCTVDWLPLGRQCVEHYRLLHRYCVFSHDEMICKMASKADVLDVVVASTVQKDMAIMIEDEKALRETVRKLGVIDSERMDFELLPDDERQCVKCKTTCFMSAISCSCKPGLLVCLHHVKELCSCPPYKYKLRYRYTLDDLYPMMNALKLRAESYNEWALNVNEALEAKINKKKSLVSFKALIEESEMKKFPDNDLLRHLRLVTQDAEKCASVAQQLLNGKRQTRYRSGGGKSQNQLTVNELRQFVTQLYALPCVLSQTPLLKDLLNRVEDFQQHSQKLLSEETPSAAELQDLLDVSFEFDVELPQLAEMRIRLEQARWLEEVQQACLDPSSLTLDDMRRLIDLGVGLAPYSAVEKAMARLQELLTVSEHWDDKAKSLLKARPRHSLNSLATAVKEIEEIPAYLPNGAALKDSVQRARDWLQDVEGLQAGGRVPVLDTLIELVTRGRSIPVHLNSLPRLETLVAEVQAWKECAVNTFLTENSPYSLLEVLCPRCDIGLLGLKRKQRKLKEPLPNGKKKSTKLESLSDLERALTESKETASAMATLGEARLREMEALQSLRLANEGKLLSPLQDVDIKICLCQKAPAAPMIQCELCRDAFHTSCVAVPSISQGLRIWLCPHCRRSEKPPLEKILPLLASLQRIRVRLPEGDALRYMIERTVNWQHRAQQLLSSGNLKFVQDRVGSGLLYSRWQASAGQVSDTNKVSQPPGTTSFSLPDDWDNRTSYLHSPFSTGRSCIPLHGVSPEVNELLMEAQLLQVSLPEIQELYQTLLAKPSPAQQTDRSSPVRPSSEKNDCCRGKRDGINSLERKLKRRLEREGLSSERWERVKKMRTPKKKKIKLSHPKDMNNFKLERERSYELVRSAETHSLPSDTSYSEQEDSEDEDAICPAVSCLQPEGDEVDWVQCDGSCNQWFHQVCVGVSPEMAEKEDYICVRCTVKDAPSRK
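Measured: NADH fluorescence change, 30 min, RT. System: KDM5BΔAP 200 nM final, H3K4me3 peptide, α-KG, Fe(II), ascorbate, NAD⁺ plus FDH, pH 7.5 HEPES. Compounds: titrated, 10 min pre-incubation with enzyme.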
Active calls of the source: *; u = inconclusive; [ ] = dose if it differs, or a comment. Potency is read from the fitted curve at half-maximal effect. The list is partial; count on the stated rates, not on these rows.

#	structure	KDM5B inhibitor
1	CC1CCCCC1Nc1nc2ccc(Cl)cc2n2cnnc12 (stereo not given)	u
2	CCN1CCC(CCNC(=O)C2CCCN(C(=O)c3ccccc3)CCC(=O)NCC2)CC1 (stereo not given)	-18%
3	O=C(Cc1ccc(Cl)cc1Cl)Nc1ccncc1	2%
4	Cc1ccc(-n2nnc(C(=O)NCC(C)C)c2C)cc1Cl	0%
5	O=C(c1cccc(Br)c1)N1CCC(CCc2ccc(O)cc2)CC1	-26%
6	Cc1ccc2nc(Cl)c3cc(C(=O)NC4CCCC(C)C4C)sc3c2c1 (stereo not given)	-14%
7	COc1ccc(-c2nc3cnccn3c2NCCC(=O)Nc2ccc(C)cc2C)cc1	25µM*
8	CCOc1ccc(C(=O)OCc2ncc(-c3ccccc3)o2)cc1	9%
9	CN=C(NC)c1ccc([N+](=O)[O-])cc1	-12%
10	N#C/C(=C\c1ccccc1)c1nc2ccccc2[nH]1	-30%
11	COc1ccc(Cn2cccc(NC(=O)Nc3cccc(OC)c3)c2=O)cc1	u
12	COc1ccc(Cl)cc1NC(=O)c1cc2c(=O)n3ccccc3nc2s1	u
13	Cc1ccc(-c2cnc(CCC(=O)NCc3ccccc3F)o2)cc1C	15%
14	CC(=O)/C(C=Nc1cc(C(F)(F)F)ccc1Cl)=C(/C)O	-2%
15	O=C(CCc1ccccc1)Nc1ccc([C@@H](O)[C@H]2COCC(=O)N2Cc2ccccc2F)cc1	-11%
16	O=C1CCCCC(CNC(=O)c2ccc3ncccc3c2)N1 (stereo not given)	-9%
17	CC(C)C1C(C#N)=C(N)OC2=C1C(=O)CC(C)(C)C2 (stereo not given)	23%
18	CCCn1c(N)c(C(=O)CSc2ccc3ccccc3n2)c(=O)[nH]c1=O	15%
19	CCc1ccc(CNC(=O)CSc2c3c(nc4ccc(Cl)cc24)CCCC3)cc1	2%
20	CC1CCN(C(CNC(=O)Cn2c(=O)c3c(ncn3C)n(C)c2=O)c2cccs2)CC1 (stereo not given)	6%
21	Cc1cnc(CNCC2(O)CNCCOC2)cn1 (stereo not given)	u
22	O=C(Cc1cccc(C(F)(F)F)c1)Nc1ccccc1N1CCCC1	-4%
23	COc1ccc(C2Cn3nnc(-c4noc(-c5ccc[nH]5)n4)c3CO2)cc1 (stereo not given)	u
24	Cc1ccc(-n2c3nc(=O)[nH]c(=O)c-3cc3c(C)nn(-c4ccccc4)c32)cc1C	u
25	Cn1c(=O)c2c(nc(Cl)n2CC(=O)N2CCCCC2)n(C)c1=O	16%
26	O=C(O)c1ccccc1-n1cccc1	6%
27	Cc1ccc(C(=O)OCC(=O)c2ccc(C3CCCCC3)cc2)c(C)c1	14%
28	O=C(OCc1cc(-c2ccccc2)on1)c1cccc(C(F)(F)F)c1	11%
29	COc1cc(OC)cc(-n2c(=O)c3sccc3n(Cc3c(C)cc(C)cc3C)c2=O)c1	-37%
30	COC(=O)c1cccc(NC(=S)N[C@@H]2C=C[C@@H](c3c(C)nn(-c4ccccc4[N+](=O)[O-])c3C)C2)c1	-28%
31	O=S(=O)(c1ccc(Cl)cc1)N1CCCN(c2nc3ccc(Cl)cc3s2)CC1	27%
32	COc1cccc(Oc2coc3cc(OC(=O)c4ccc5c(c4)OCO5)ccc3c2=O)c1	3%
33	Cc1cc(CN2CCC3(CC2)CN(c2ccncn2)CC3CO)n(C)n1 (stereo not given)	11%
34	COc1cc(C(=O)/C=C/c2cccs2)ccc1OCC(=O)O	-10%
35	O=C(Nc1ccc2oc(-c3cccnc3)nc2c1)c1ccc(-c2ccccc2)o1	u
36	COc1ccc(CNC(=O)C[C@@H]2C[C@H]3O[C@H](CNCc4cnccc4C(F)(F)F)[C@@H](O)[C@H]3O2)cc1	-10%
37	CC[C@H]1CN(C(=O)NC2CCCCC2)CC[C@H]1CC(=O)Nc1nccs1	u
38	COc1ccc(CCNC(=S)NNC(=S)NCC2CCCO2)cc1OC (stereo not given)	12%
39	COc1ccc(NC(=O)CSc2nc(-c3cccs3)cc(C(F)(F)F)c2C#N)cc1	u
40	CCC(CC)C(=O)NC[C@H]1O[C@@H](CC(=O)N2CCC(C)CC2)[C@H](O)[C@@H]1O	-19%[86.2 µM]
41	Cc1ccc(NC(=O)C2CCN(C(=O)N3CC4CC(C3)[C@H]3CCCC(=O)N3C4)CC2)cc1 (stereo not given in full)	19%
42	Brc1cccc(CSc2nnc(-c3ccncc3)o2)c1	3%
43	COc1ccc(C(=O)NCCn2cc(SCC(=O)Nc3ccc4c(c3)OCCO4)c3ccccc32)cc1	-29%
44	COc1ccc(OC)c(CCNc2nccn(-c3ccc(C)c(C)c3)c2=O)c1	-18%
45	OC(CNCc1c(OCc2ccccc2)ccc2ccccc12)c1ccccc1 (stereo not given)	-7%
46	Cc1c(CC(=O)NCCCN2CCOCC2)c(=O)oc2c(C)c(O)ccc12	u
47	COc1ccccc1N1CCN(C(=O)Cn2cccc2-c2nc(-c3ccccc3)no2)CC1	u
48	COC(=O)CC1c2cc(OC)c(OC)cc2CCN1Cc1nc(CC(C)C)no1 (stereo not given)	-7%
49	O=C(NC1CCS(=O)(=O)C1)c1cc2sccc2n1Cc1ccccc1 (stereo not given)	14%
50	Cc1cc(C)c2[nH]c(CN3CCC(N)C3)cc(=O)c2c1 (stereo not given)	u

(continued)
#	structure	KDM5B inhibitor
51	C=CCN(Cc1ccc(F)cc1)Cc1ccccc1OCC(N)=O	-13%
52	Cc1nc2ccc(C(=O)NCCCOC(C)C)cc2nc1C	16%
53	CCOC(=O)c1c(NC(C)=O)c2c3c(sc2n1Cc1nc(-c2cccc(Cl)c2)oc1C)CCCC3	-19%
54	COc1nccc(N2CCC(CC(=O)NCc3cccs3)CC2)n1	-23%
55	COc1ccc(/C=C(/C#N)C(=O)Nc2ccc(C34CC5CC(CC(c6ccccc6)(C5)C3)C4)cc2)cc1	2%
56	Cc1ccc(Nc2c(-c3ccc(N4CCOCC4)cc3)nc3ncccn23)cc1C	3%
57	Cc1cccc(-c2nnc(SCC(=O)NC(=O)NC3CCCC3)n2Cc2ccco2)c1	-11%
58	COc1cc(NC(=O)CC2CCOCC2)cc(OC)c1	-20%
59	Cc1ccc(C2=NS(=O)(=O)N(C)C(C(=O)N3CCN(c4ccc(F)cc4)CC3)=C2)cc1	12%
60	Cn1c(CCN2CCOCC2)nc2cc(NC(=O)c3ccccc3Cl)ccc21	10%
61	Cc1cnc(C2CCC2)n1C1CCCN(C(=O)CCCc2ccccc2)C1 (stereo not given)	-8%
62	CC(C)c1ccc(S(=O)(=O)Nc2ccc(O)c(Sc3nc4ccccc4s3)c2)cc1	-19%
63	Cc1ccc(F)c(OCC(=O)c2ccc3c(c2)N(CCCC(=O)NC2CC2)C(=O)CO3)c1	-25%
64	CC(=O)Nc1ccc(NC(=O)CC2C=CCC2)cc1 (stereo not given)	-22%
65	CC(=O)N/C(=C\c1ccc(C)cc1)C(=O)O	16%
66	O=C(O)c1ccc(CSC(F)F)cc1	2%
67	COc1cccc(N2C(=O)NC(=NC3CCCCC3)C23CCN(CCC(C)C)C3)c1 (stereo not given)	16%[115 µM]
68	Nc1ncc([N+](=O)[O-])cc1Br	-4%
69	Cc1occc1C(=O)N[C@@H]1CN(Cc2cccnc2)C[C@H]1CN(C)C	u
70	CCOc1ccc(C(=O)NC2CCN(c3cc(-c4ccc(OC)cc4)[nH]n3)C2)cc1 (stereo not given)	u

Ordered by number of heavy atoms (falling): some entries from above.
#	structure	KDM5B inhibitor
69	Cc1occc1C(=O)N[C@@H]1CN(Cc2cccnc2)C[C@H]1CN(C)C	u
66	O=C(O)c1ccc(CSC(F)F)cc1	2%
68	Nc1ncc([N+](=O)[O-])cc1Br	-4%

The list goes on.
#	structure	KDM5B inhibitor
71	COc1ccc(CN2C(=O)N3Cc4ccc(C)cc4C3CS2(=O)=O)cc1 (stereo not given)	20%
72	N#CCc1ccc([N+](=O)[O-])cc1	-8%
73	COc1ccccc1CNC(=O)c1ccc(N2CCCC2)c(NC(=O)Nc2cc(F)ccc2F)c1	0%
74	CC(OC(=O)c1cc(=O)c2ccccc2o1)C(=O)Nc1cccc(C(F)(F)F)c1 (stereo not given)	9%
75	COc1ccsc1NC(=O)OCc1ccc(Cl)cc1	u
76	O=S(=O)(Nc1c(F)cccc1F)c1ccc2c(c1)OCCO2	-36%
77	COc1ccc(Cl)cc1C(=O)N(C)C1CCc2nn(C)c(=O)n2CC1 (stereo not given)	14%
78	CCS(=O)(=O)Nc1ccc(C2(C(=O)NCc3cccc(Cl)c3)CCC2)cc1	-2%
79	COc1ccc(Cl)cc1-c1ccc2c(c1)C(=O)N1CCN(C(=O)c3ccccc3)C[C@@H]1C(=O)N2	22µM*
80	O=C(CCc1ccccc1)NNC(=O)Nc1ccc(F)c(Cl)c1	20%

Among those listed so far, three contain bromine:
#	structure	KDM5B inhibitor
5	O=C(c1cccc(Br)c1)N1CCC(CCc2ccc(O)cc2)CC1	-26%
42	Brc1cccc(CSc2nnc(-c3ccncc3)o2)c1	3%
68	Nc1ncc([N+](=O)[O-])cc1Br	-4%

KDM5B inhibitor: entries above that show a hit.
#	structure	KDM5B inhibitor
7	COc1ccc(-c2nc3cnccn3c2NCCC(=O)Nc2ccc(C)cc2C)cc1	25µM*
79	COc1ccc(Cl)cc1-c1ccc2c(c1)C(=O)N1CCN(C(=O)c3ccccc3)C[C@@H]1C(=O)N2	22µM*

(further entries)
#	structure	KDM5B inhibitor
81	O=C(c1ccccc1)N1CCCC(c2nc(C3CCOCC3)no2)C1 (stereo not given)	20%
82	COc1ccc(-c2[nH]c(-c3ccc(C)cc3)nc2SCC(=O)NCC2CCCO2)cc1 (stereo not given)	5%
83	CCOC(=O)c1nnc2c(-c3ccc(F)cc3)c(C)nn2c1N	-8%
84	Cc1nnc(N2CCC(C(=O)Nc3ccc(F)cc3)CC2)c2nn(-c3ccc(Cl)cc3)c(C)c12	u
85	Cc1cccc(NC(=O)CN2C(=O)C(c3ccccc3)=NC23CCCC3)c1C	-22%
86	CCC1CCC(N(C(=O)Cc2nc(-c3cccs3)oc2C)C2CC2)CC1 (stereo not given)	u
87	COc1ccc(CCNC(=O)CCn2c(=O)c3ccccc3n(Cc3ccccc3F)c2=O)cc1OC	u
88	CN(C)C(C(=O)N1CCC(C(=O)N2CCCC2)CC1)c1cccc(F)c1 (stereo not given)	-15%
89	Cc1ccc(CN(C(=O)COc2cc(C)c(Cl)c(C)c2)c2ccccn2)o1	u
90	O=C(O)CCC(=O)N1Cc2ccccc2CC2(CCN(CC3CCNC3)C2)C1 (stereo not given)	u
91	COc1ccc2c(c1)CCc1c-2nc2ccccc2c1N1CCOCC1	14%
92	Cc1ccc(-n2c(Cc3ccccc3)nnc2SCc2nc(-c3cccs3)no2)cc1C	-20%
93	COCCNC(=O)CCCN1C(=O)COc2ccc(C(=O)COc3ccc(Cl)c(C)c3)cc21	-12%
94	O=C(NCC1CC1)c1cn(C2CN(S(=O)(=O)c3cccc(F)c3)C2)nn1	-3%
95	S=C1NC2(CCCC2)N=C1c1ccc(Cl)cc1	6%
96	COc1cccc(C(=O)N(Cc2cccc(F)c2)C2CCS(=O)(=O)C2)c1 (stereo not given)	-16%
97	Cc1cnc2c(S(=O)(=O)N3CCNC(=O)C3)cccc2c1	-9%
98	COC(=O)[C@H](NC(=O)[C@@H]1C[C@H](NC(=O)Nc2cccc(SC)c2)CN1C(=O)CSC)C(C)C	-6%
99	CN(C)C(=O)/C(=C\C=C\c1ccccc1)NC(=O)c1ccccc1	-1%
100	CCOC(=O)C(NC(=O)/C=C/c1ccccc1OC)C(=O)OCC	u
101	O=C(c1ccc2ncccc2c1)N1CCOC(c2ccc(Cl)c(Cl)c2)C1 (stereo not given)	26%
102	N#Cc1cccc(C(=O)N2CCC(Cc3nc(-c4ccncc4)n[nH]3)C2)c1 (stereo not given)	22%
103	CCN(CC)S(=O)(=O)c1ccc2c(c1)c(=O)c(C(=O)NCc1ccccc1OC)cn2C	-15%
104	Cc1cc(NC(=O)CSc2nc3ccccc3[nH]2)n(-c2ccccc2)n1	26%
105	CCN(CC)c1cc2c(cc1F)c(=O)c(S(=O)(=O)c1cc(C)ccc1C)cn2Cc1ccccc1	u
106	CCc1ccc(C(=O)COC(=O)c2ccc(C(=O)c3ccccc3)cc2)cc1	-14%
107	O=C(Nc1ccccc1)C1CC(=O)n2c(nc3ccccc32)N1 (stereo not given)	21%
108	O=C([C@@H]1C[C@H](Oc2ccccc2)CN1C(=O)CC1CCCC1)N1CCCC1	-8%
109	COC[C@@H]1CN(S(=O)(=O)c2cccnc2)C[C@H]1c1ccncc1	-4%
110	CCn1ncc(N2CCCC(CC(=O)NCc3cccc(Cl)c3)C2)cc1=O (stereo not given)	-9%

Screen by screen, from the results shown:
KDM5B inhibitor, nos. 97–105 → -9%, -6%, -1%, u, 26%, 22%, -15%, 26%, u

(next part)
#	structure	KDM5B inhibitor
111	CCOc1cccc(CNC(=O)c2c(OCC3CC3)cc(=O)n3c2CCCCC3)c1	-10%
112	CC(=O)N1CCc2c(sc3nc(SCC(C)C)n(-c4ccc(F)c(Cl)c4)c(=O)c23)C1	-7%
113	Cc1cn2nc(C(=O)N3CCC(NC(=O)c4ccc(C)c(C)c4)CC3)cc2c(=O)[nH]1	-7%
114	CNC(=O)[C@@H]1C[C@H](Oc2cccnc2)CN1C(=O)CC1CCCC1	21%
115	CC(C)/C(=N/O)c1ccc(OCCOc2ccc(/C(=N\O)C(C)C)cc2)cc1	-5%
116	O=C(CN(C(=O)c1csnn1)c1cccc(C(F)(F)F)c1)NC1CCCC1	19%
